APE1 inh: blocks human APE1 abasic DNA cleavage | 0.35% of 350,000 active | recombinant APE1, TAMRA/BHQ-2 abasic DNA cleavage fluorescence | AID 2517 | Potency, µM (doses to about 65.8 µM), without a hit: at the top dose activity change, negative = inhibition, most hits filed as inhibitors | P27695;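 further: potency means the concentration at half of the fitted maximal effect; plate controls were vehicle for no effect and reference inhibitor for full effect; nearly all actives have a fitted effect of over 55% in size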
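Substrate: short duplex with […] THF abasic site, 5'-TAMRA and 3'-BHQ-2, 50 nM final. APE1 at 0.75 nM, preincubated 15 min RT with compound. Fluorescence increase from first to third read measured activity.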
Pol beta inh: DNA polymerase beta (human) inhibition; P06746; 1.3% of 340,000 active; Pol beta primer extension/strand displacement, fluorescence kinetic; Potency, µM (titrated, usually from 114 µM), without a hit: at the top dose activity change, negative = inhibition, hits mostly inhibitors; AID 485314; further: potency means the concentration at half of the fitted maximal effect; on the % scale 0 is the no-effect control and ±100 the full control effect
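Reaction started by 50 nM substrate onto compound-treated Pol beta (10 nM, 15 min preincubation, room temperature); plates read at 0 min and 10 min. Normalized concentration-effect data fitted by four-parameter Hill equation.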
ERG Ets-DNA blk: blocks human ERG Ets domain binding to DNA; P11308; fluorescence polarization, His-ERG Ets domain / labelled DNA; Potency, µM (series often up to 76.9 µM), inactives show at the top dose FP activity, negative = inhibition, hits mostly inhibitors; 0.028% of 370,000 active; AID 624246; active means well fitted inhibition curve with a large enough effect in the polarisation, with a control signal flat; inconclusive means small, poorly fitted or top-dose-only effect, or effect the other way, or a change in a side signal; inactive means no such curve, though single readings can be large or run the other way; the % refers to the polarisation;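 further: polarization taken with two DNA probes labelled with fluorescein and Texas red; potency means the concentration at half of the fitted maximal effect; % of control where 0% means no effect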
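His-tagged ERG Ets domain (1 uM in the protein solution; 300mM KCl, 50mM Tris-HCl, 1mM EDTA, 1mM DTT, pH 7.5) received compound, then a probe mix of 5 nM fluorescein-DNA and 100nM Texas-615-DNA. Fluorescence polarization was read for both dyes.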
Pol kappa inh: inhibitors of human DNA polymerase kappa | purified Pol kappa, fluorescent DNA synthesis assay, 10 min | 0.53% of 400,000 active | Potency, µM (top dose mostly 107 µM), without a hit: at the highest dose activity, negative = inhibition, most hits filed as inhibitors | Q9UBT6; further: potency means the concentration at half of the fitted maximal effect; on the % scale 0 is the no-effect control and ±100 the full control effect
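First, compounds were pin-transferred onto 10 nM Pol kappa. After 15 min at room temperature, substrate was added to 50 nM final. Fluorescence was then measured kinetically at 0 and 10 min.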
ALOX12 inh: blocks human arachidonate 12S-lipoxygenase; purified 12hLO, xylenol orange hydroperoxide absorbance; P18054; 1.1% of 580,000 active; Potency, µM (series often up to 108 µM), for the others: at the top dose activity change, negative = inhibition, most hits filed as inhibitors; further: potency means the concentration at half of the fitted maximal effect; on the % scale 0 is the no-effect control and ±100 the full control effect
Target sequence (P18054 whole entry, looked up): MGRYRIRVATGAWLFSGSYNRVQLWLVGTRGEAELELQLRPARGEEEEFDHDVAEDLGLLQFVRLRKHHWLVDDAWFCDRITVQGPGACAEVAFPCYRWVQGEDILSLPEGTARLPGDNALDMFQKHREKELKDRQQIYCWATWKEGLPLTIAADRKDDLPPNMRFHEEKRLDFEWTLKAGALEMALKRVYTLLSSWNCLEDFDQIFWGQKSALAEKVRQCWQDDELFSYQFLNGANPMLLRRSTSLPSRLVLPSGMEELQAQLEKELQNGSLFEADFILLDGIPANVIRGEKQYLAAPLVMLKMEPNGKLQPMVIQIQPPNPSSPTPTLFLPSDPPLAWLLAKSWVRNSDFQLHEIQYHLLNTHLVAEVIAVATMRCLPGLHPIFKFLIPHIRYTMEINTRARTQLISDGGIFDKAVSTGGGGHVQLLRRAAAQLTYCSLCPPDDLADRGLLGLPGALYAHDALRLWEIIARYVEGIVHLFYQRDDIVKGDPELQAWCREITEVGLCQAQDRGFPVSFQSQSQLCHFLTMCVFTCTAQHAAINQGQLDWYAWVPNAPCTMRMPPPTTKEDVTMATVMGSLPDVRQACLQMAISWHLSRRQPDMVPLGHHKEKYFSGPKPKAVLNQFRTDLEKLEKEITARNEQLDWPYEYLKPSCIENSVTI
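Purified human 12hLO at 150 nM in 25 mM Hepes, 0.01% Triton X-100, pH 7.0, preincubated 15 min at room temperature with compound. Reaction started with 40 uM arachidonic acid, 30 min at room temperature. Hydroperoxide measured by Fe-xylenol orange, 573/405 nm absorbance ratio.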
POLH inh: DNA polymerase eta (human) inhibition; Potency, µM (titrated, usually from 114 µM), for inactives: at the highest dose activity change, negative = inhibition, usual class: inhibitors; recombinant Pol eta, fluorescent DNA replication assay; 1.2% of 390,000 active; further: potency means the concentration at half of the fitted maximal effect; on the % scale 0 is the no-effect control and ±100 the full control effect
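Pol eta at 10 nM preincubated with compounds 15 min at room temperature; reaction started with fluorescent substrate (50 nM final) and read kinetically at 0 and 10 min.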
LDHA inh: LDHA (human) enzyme inhibition. P00338. purified LDHA, NADH/diaphorase-resazurin fluorescence; stronger effect = lower value. activity change, % (values are at about 110 or 230 µM). 0.15% of 480,000 active; in the data active means activity change below about -30%; inconclusive means mostly about -25% to -30%;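 further: plate controls were DMSO wells for no effect and wells without enzyme for full effect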
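Remaining NADH was detected by diaphorase (0.133 mg/mL) converting 37 µM resazurin to fluorescent resorufin, read at 0 and 20 minutes. The preceding 5-minute room-temperature reaction used 2 nM LDHA, 0.2 mM sodium pyruvate and 0.06 mM NADH at pH 7.4.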
Apoferritin bind: binds horse apoferritin like a general anesthetic | P02791 | apoferritin/1-aminoanthracene competitive binding, fluorescence | Potency, µM (series often up to 77.5 µM), for the others: top-dose activity change, negative = displacement, actives largely listed as inhibitors | 0.074% of 350,000 active; further: potency means the concentration at half of the fitted maximal effect; on the % scale 0 is the no-effect control and ±100 the full control effect; nearly all actives have a fitted effect of over 20% in size
Target sequence (P02791 2-175 limits assumed): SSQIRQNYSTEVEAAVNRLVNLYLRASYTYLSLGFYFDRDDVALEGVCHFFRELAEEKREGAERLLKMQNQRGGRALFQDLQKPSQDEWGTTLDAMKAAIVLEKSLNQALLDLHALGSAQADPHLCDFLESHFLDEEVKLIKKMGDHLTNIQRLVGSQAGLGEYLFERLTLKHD
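Apoferritin-based anesthetic binding model; compound displacement of fluorescent 1-AMA measured as endpoint fluorescence after 10 minutes at room temperature, scaled to free-ligand and complex controls.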
RGS4 inhibitor: human RGS4 inhibition; Potency, µM (titrated, usually from 114 µM), without a hit: at the highest dose activity change, negative = inhibition, most hits filed as inhibitors; Transcreener GDP fluorescence polarization, RGS4-accelerated GTP hydrolysis; 0.039% of 390,000 active; P49798; further: potency means the concentration at half of the fitted maximal effect; on the % scale 0 is the no-effect control and ±100 the full control effect; nearly all actives have a fitted effect of over 75% in size; some results filed as inactive show a strong effect at the top dose
Target sequence (P49798 whole entry, looked up): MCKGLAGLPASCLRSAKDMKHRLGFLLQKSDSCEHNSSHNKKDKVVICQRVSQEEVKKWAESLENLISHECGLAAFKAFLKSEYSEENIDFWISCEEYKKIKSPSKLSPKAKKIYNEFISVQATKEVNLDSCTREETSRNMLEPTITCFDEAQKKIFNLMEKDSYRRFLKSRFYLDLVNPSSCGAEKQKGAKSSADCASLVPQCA
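MLSMR compounds (23 nl, pin-transferred) preincubated 10 min at room temperature with a 500nM (2x) first reagent, then RGS4 at 900nM (2x) plus Transcreener GDP mix added; fluorescence polarization (620/688 nm) read before and after 90 min at 30 °C.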
An asterisk follows results filed as active; & = joins results of further samples; [ ] = remark or other dose. Unless noted, the call rests on the fitted dose curve; in most records, active means well fitted curve in the direction sought with a large enough effect; inconclusive means small, poorly fitted or top-dose-only effect, or another doubt; inactive means no such curve, though single readings can be large; an effect the other way counts as inactive or inconclusive. Some of the compounds tested; the hit share may differ from the screen's.

COc1ccccc1NC(=O)Cn1cnc2c(nnn2-c2ccc(C)cc2)c1=O was read as APE1 inh -6%, Pol beta inh -20%, ERG Ets-DNA blk -4%, Pol kappa inh -6%, ALOX12 inh 1%, POLH inh -16%, LDHA inh -10, Apoferritin bind -9% and RGS4 inhibitor 5%.
COc1cnc(SC)nc1Nc1ccc(C#N)cc1 was read as APE1 inh -10%, Pol beta inh 2%, ERG Ets-DNA blk -1%, Pol kappa inh 0%, ALOX12 inh -26%, POLH inh -4%, LDHA inh 0, Apoferritin bind -11% and RGS4 inhibitor 9%.
For NS(=O)(=O)c1cc2c(cc1C(F)(F)F)NCNS2(=O)=O the results were APE1 inh 1%, Pol beta inh 6%, ERG Ets-DNA blk 5%, Pol kappa inh 0%, ALOX12 inh 1%, POLH inh -13%, LDHA inh -8, Apoferritin bind -1% and RGS4 inhibitor 5%.
`CCCN(CCC)C(=O)Cc1ccc(F)cc1` gave APE1 inh -9%, Pol beta inh inconclusive, ERG Ets-DNA blk 3%, Pol kappa inh -10%, ALOX12 inh 0%, POLH inh -1%, LDHA inh -1, Apoferritin bind -19% and RGS4 inhibitor 6%.
For CCN(CC)CCN(C(=O)c1ccco1)c1nc2cc(C)cc(C)c2s1 the results were Pol beta inh 56µM*, ERG Ets-DNA blk 0%, Pol kappa inh -21%, ALOX12 inh inconclusive, POLH inh -4%, LDHA inh -1, Apoferritin bind -1% and RGS4 inhibitor 14%.
For COc1ccc(OCC(=O)N(Cc2sccc2C)C2CCS(=O)(=O)C2)cc1 (centres undefined) the results were APE1 inh 18%, Pol beta inh 21%&29%, ERG Ets-DNA blk -2%&-2%, Pol kappa inh 0%&15%, ALOX12 inh 0%&-5%, POLH inh inconclusive, LDHA inh -4&-12, Apoferritin bind -8%&1% and RGS4 inhibitor 27%[11.4 µM].
`Cc1ccc(C(=O)NCC(=O)OC(C)C(=O)NC2CCCCC2C)cc1C` (centres undefined) gave APE1 inh 19%, ERG Ets-DNA blk 1%, Pol kappa inh 0%, ALOX12 inh 8%, POLH inh -24%, LDHA inh -7 and RGS4 inhibitor -33%.
`COC(=O)Cn1c(SCc2ccccc2)nc2ccccc21` gave APE1 inh -3%, Pol beta inh -1%, ERG Ets-DNA blk 7%, Pol kappa inh -11%, ALOX12 inh -13%, POLH inh -13%, LDHA inh 1, Apoferritin bind -21% and RGS4 inhibitor -21%[11.4 µM].
CCSc1nc2c(c(=O)[nH]1)C(c1ccncc1)C(C(=O)OC)=C(C)N2 (centres undefined) was read as APE1 inh -3%, Pol beta inh 23%, ERG Ets-DNA blk 1%, Pol kappa inh -4%, ALOX12 inh 0%, POLH inh 1%, LDHA inh -6, Apoferritin bind -13% and RGS4 inhibitor -14%.
Screening CCN1C(=O)[C@H]2[C@@H](c3ccc(-c4ccc(Cl)c(Cl)c4)cc3)N[C@@](C)(C(=O)OC)[C@H]2C1=O returned APE1 inh 17%, ERG Ets-DNA blk 2%, Pol kappa inh -5%, ALOX12 inh 40µM*, POLH inh -16%, LDHA inh 1 and RGS4 inhibitor 4%.
Screening CCN(Cc1ccccc1)C(=O)c1nc(-c2cccc(F)c2)n2c1CCCCC2 returned Pol beta inh -30%, ERG Ets-DNA blk -3%, Pol kappa inh -16%, ALOX12 inh -6%, POLH inh -6%, LDHA inh 6, Apoferritin bind 41%[activator] and RGS4 inhibitor 10%.
CC(C)CC(c1nnnn1C(C)C)N1CCN(c2cccc(Cl)c2)CC1 (centres undefined) was read as APE1 inh -3%, Pol beta inh 54%, ERG Ets-DNA blk 0%, Pol kappa inh -4%, ALOX12 inh 15%, POLH inh -23%, LDHA inh -3, Apoferritin bind -8% and RGS4 inhibitor 1%[11.4 µM].
CCC(CC)C(=O)Nc1cc(C(=O)OC)ccc1C(=O)OC was read as APE1 inh -1%, Pol beta inh 6%, ERG Ets-DNA blk -5%, Pol kappa inh -3%, ALOX12 inh 10%, POLH inh -5%, LDHA inh -7, Apoferritin bind -2% and RGS4 inhibitor 4%.
CCn1cc(CN(C)C(=O)CSc2nc(-c3ccco3)cc(C(F)(F)F)n2)c(C)n1 was read as ERG Ets-DNA blk -1%, Pol kappa inh -8%, ALOX12 inh -11%, POLH inh 7%, LDHA inh -3 and RGS4 inhibitor -29%.
For O=C(C1COc2ccccc2O1)N1CCc2ccccc2C1 (centres undefined) the results were APE1 inh -5%, Pol beta inh 4%, ERG Ets-DNA blk -1%, Pol kappa inh -4%, ALOX12 inh -12%, POLH inh -22%, LDHA inh -1, Apoferritin bind -1% and RGS4 inhibitor 1%.
COCCn1c(-c2ccc(Cl)cc2)nc2oc3cc(OC)ccc3c(=O)c2c1=O was read as APE1 inh 0%, Pol beta inh 0%, ERG Ets-DNA blk 0%, Pol kappa inh 0%, ALOX12 inh inconclusive, POLH inh -8%, LDHA inh -3, Apoferritin bind 2% and RGS4 inhibitor 5%.
COc1ccc(C2c3ccc(O)cc3Oc3ncn(CCN4CCOCC4)c(=N)c32)cc1OC (centres undefined) was read as APE1 inh 8%, Pol beta inh 0%, ERG Ets-DNA blk -9%, Pol kappa inh 5%, ALOX12 inh 3%, POLH inh -6%, LDHA inh -2, Apoferritin bind 3% and RGS4 inhibitor 4%.
`Cc1ccc(N2CC(O)Cn3c2nc2c3c(=O)[nH]c(=O)n2C)cc1` (centres undefined) gave APE1 inh 10%, Pol beta inh 19%, ERG Ets-DNA blk 7%, Pol kappa inh 4%, ALOX12 inh 9%, POLH inh -15%, LDHA inh 0, Apoferritin bind -1% and RGS4 inhibitor -8%.
COc1ccc(CCNC(=O)CSCc2ccc(C)cc2)cc1OC was read as ERG Ets-DNA blk 13%, Pol kappa inh 0%, ALOX12 inh 0%, POLH inh -18%, LDHA inh -8 and RGS4 inhibitor 2%.
For COc1ccccc1NC(=O)C1CCN(S(=O)(=O)c2ccc3c(c2)oc(=O)n3C)CC1 the results were Pol beta inh 26%, ERG Ets-DNA blk -6%, Pol kappa inh -6%, ALOX12 inh -12%, POLH inh 2%, LDHA inh -5, Apoferritin bind 1% and RGS4 inhibitor -18%.
`Cc1cccc(C(=O)NCC(=O)OCc2nnc(-c3ccccc3)o2)c1` gave APE1 inh 29%, ERG Ets-DNA blk 11%, Pol kappa inh -1%, ALOX12 inh 12%, POLH inh -5%, LDHA inh -3 and RGS4 inhibitor -15%.
Screening CCOC(=O)C1=C(C)N=c2s/c(=C/c3ccco3)c(=O)n2C1c1cccc(OC)c1 (centres undefined) returned APE1 inh 0%, Pol beta inh 32µM*, ERG Ets-DNA blk 26%, Pol kappa inh -27%, POLH inh inconclusive, LDHA inh 1, Apoferritin bind 3% and RGS4 inhibitor -47%.
Screening O=C(NCc1ccc2c(c1)OCO2)c1ccc(Br)cc1 returned APE1 inh -2%, Pol beta inh 50%, ERG Ets-DNA blk -4%, Pol kappa inh -5%, ALOX12 inh 59%[activator], POLH inh -5%, LDHA inh -4, Apoferritin bind -6% and RGS4 inhibitor 2%.
CC1(C)Cc2ccccc2-c2nc(CN3CCOCC3)[nH]c(=O)c21 was read as APE1 inh -10%, Pol beta inh 35%, ERG Ets-DNA blk -5%, Pol kappa inh 3%, ALOX12 inh -12%&23%, POLH inh -10%, LDHA inh -3&7, Apoferritin bind -8% and RGS4 inhibitor -28%.
Screening O=C(c1ccccc1-c1ncc[nH]1)N1CCCC(Nc2ccc(F)cc2)C1 (centres undefined) returned APE1 inh 7%, Pol beta inh 12%, ERG Ets-DNA blk 10%, Pol kappa inh -9%, ALOX12 inh inactive, POLH inh -20%, LDHA inh 4, Apoferritin bind -5% and RGS4 inhibitor -9%.
For O=C(Nc1cccc(S(=O)(=O)NC2=NCCC2)c1)c1cc(-c2ccccn2)nc2ccccc12 the results were APE1 inh -1%, Pol beta inh 11%, ERG Ets-DNA blk 1%, Pol kappa inh -22%, ALOX12 inh 3%, POLH inh 4%, LDHA inh -3, Apoferritin bind -5% and RGS4 inhibitor 14%.
COc1ccccc1N1CCN(C(=O)CCCN2C(=O)c3cccc4cccc(c34)C2=O)CC1 was read as APE1 inh -3%, Pol beta inh -15%, ERG Ets-DNA blk 10%, Pol kappa inh -7%, ALOX12 inh -8%, POLH inh -18%, LDHA inh 2, Apoferritin bind inconclusive and RGS4 inhibitor 4%.
O=c1[nH]c(C2CCN(S(=O)(=O)c3cccc([N+](=O)[O-])c3)CC2)nc2c1nnn2Cc1ccccc1 was read as APE1 inh -18%, Pol beta inh 12%, ERG Ets-DNA blk 0%, Pol kappa inh -4%, ALOX12 inh inconclusive, POLH inh -23%, LDHA inh -2, Apoferritin bind -17% and RGS4 inhibitor -5%.
Screening CN(Cc1cccc(Cl)c1Cl)C(=O)c1cccc(S(=O)(=O)N2CCN(Cc3ccccc3)CC2)c1 returned APE1 inh -7%, Pol beta inh 0%, ERG Ets-DNA blk 12%, Pol kappa inh -5%, ALOX12 inh inactive, POLH inh -16%, LDHA inh 2, Apoferritin bind 6% and RGS4 inhibitor -8%.

Screening data as filed in PubChem.
